Luciferase inh: blocks purified firefly luciferase enzyme activity. 76,000 compounds, 2.5% hits. purified P. pyralis luciferase, luminescence, biochemical. Potency, µM (doses to about 115 µM), for inactives: top-dose activity change, negative = inhibition, most hits filed as inhibitors; further: potency means the concentration at half of the fitted maximal effect; nearly all actives have a fitted effect of over 65% in size
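Purified P. pyralis luciferase (10nM final) in 50mM Tris acetate pH 7.5, 10mM Mg acetate, 0.01% Tween-20, 0.05% BSA with 10uM D-luciferin and 10uM ATP. Compounds titrated qHTS. Luminescence imaged on CCD.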
NIH3T3 tox: NIH 3T3 cell cytotoxicity; NIH 3T3 viability, CellTiter-Glo ATP luminescence, 48-72 h; Potency, µM (titrated, usually from 96.7 µM), without a hit: at the top dose activity change, negative = cytotoxicity, hits mostly inhibitors; 94,000 compounds, 4.3% hits; AID 1345082; further: potency means the concentration at half of the fitted maximal effect; nearly all actives have a fitted effect of over 55% in size
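Viability of NIH 3T3 cells after 48 or 72 hr compound treatment at 37 °C was assessed by CellTiter-Glo, with luminescence imaged following a 10 min room-temperature step.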
HEK cytotox: HEK 293 cell cytotoxicity | HEK 293 viability, ATP luminescence (CellTiter-Glo), 48-72 h | Potency, µM (highest dose often 115 µM), inactives show at the highest dose activity change, negative = cytotoxicity, usual class: inhibitors | 94,000 compounds, 6.6% hits | AID 1345083; further: potency means the concentration at half of the fitted maximal effect; nearly all actives have a fitted effect of over 60% in size
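HEK 293 seeded at 250 cells/well receive compound via pintool. After 48 or 72 hr at 37 degree Celsius, 5% CO2 and 95% humidity, CellTiter-Glo is dispensed and luminescence read following 10 min at room temperature.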
HEK293 viab: cell viability loss counter-screen | Potency, µM (highest dose often 57.1 µM), without a hit: at the top dose activity change, negative = cytotoxicity, actives largely listed as cytotoxic | 150,000 compounds, 0.12% hits | HEK-293-SNCA-luc viability, GF-AFC fluorescence, 24 h;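 further: potency means the concentration at half of the fitted maximal effect; 0% = DMSO-treated cells and -100% = medium-only wells without cells; nearly all actives have a fitted effect of over 30% in size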
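HEK-293-SNCA-luc cells (1500/well) plated 24 h, then exposed 24 h to a dilution series; GF-AFC added 30 min at 37C, fluorescence 405/540 nm; normalised to medium-only and DMSO wells, Hill fit.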
GPT2 inhibitor: blocks human glutamate pyruvate transaminase 2; Recombinant GPT2, coupled pyruvate oxidase/HRP Amplex Red fluorescence; Potency, µM (series often up to 57.7 µM), for the others: at the top dose activity change, negative = inhibition, actives largely listed as inhibitors; 100,000 compounds, 0.25% hits; further: potency means the concentration at half of the fitted maximal effect; nearly all actives have a fitted effect of over 60% in size; many of its hits are not listed in these tables
Target sequence (Q8TD30 whole entry, looked up): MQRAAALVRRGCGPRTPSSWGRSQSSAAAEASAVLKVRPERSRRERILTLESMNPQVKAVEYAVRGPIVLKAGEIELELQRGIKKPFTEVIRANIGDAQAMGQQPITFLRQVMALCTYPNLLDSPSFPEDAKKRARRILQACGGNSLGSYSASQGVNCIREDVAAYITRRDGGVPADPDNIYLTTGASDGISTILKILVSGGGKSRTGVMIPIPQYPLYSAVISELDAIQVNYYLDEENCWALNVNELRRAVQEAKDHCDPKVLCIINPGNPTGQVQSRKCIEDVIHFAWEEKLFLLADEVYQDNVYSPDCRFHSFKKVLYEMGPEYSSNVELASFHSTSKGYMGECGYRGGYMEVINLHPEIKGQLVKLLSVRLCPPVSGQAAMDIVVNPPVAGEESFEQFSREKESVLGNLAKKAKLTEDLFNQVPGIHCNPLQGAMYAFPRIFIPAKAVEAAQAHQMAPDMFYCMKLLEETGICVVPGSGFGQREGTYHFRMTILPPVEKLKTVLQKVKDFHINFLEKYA
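Fluorescence read-out: pyruvate from GPT2 turnover coupled to pyruvate oxidase, HRP and Amplex Red (0.2mM ThPP, 0.2U/mL PO and HRP, 50uM Amplex final). Substrates 250uM a-KG, 2mM L-alanine; enzyme 10ng/uL; 30 min RT.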
IP6K1 inhibitor: blocks human inositol hexakisphosphate kinase 1 | IP6K1 kinase, ADP-Glo luminescence, 2 h; stronger effect = lower value | AID 1645851 | activity change, % (series mostly up to about 58 µM) | 140,000 compounds, 0.81% hits; in the data active means activity change below about -25%
Target sequence (Q92551 whole entry, looked up): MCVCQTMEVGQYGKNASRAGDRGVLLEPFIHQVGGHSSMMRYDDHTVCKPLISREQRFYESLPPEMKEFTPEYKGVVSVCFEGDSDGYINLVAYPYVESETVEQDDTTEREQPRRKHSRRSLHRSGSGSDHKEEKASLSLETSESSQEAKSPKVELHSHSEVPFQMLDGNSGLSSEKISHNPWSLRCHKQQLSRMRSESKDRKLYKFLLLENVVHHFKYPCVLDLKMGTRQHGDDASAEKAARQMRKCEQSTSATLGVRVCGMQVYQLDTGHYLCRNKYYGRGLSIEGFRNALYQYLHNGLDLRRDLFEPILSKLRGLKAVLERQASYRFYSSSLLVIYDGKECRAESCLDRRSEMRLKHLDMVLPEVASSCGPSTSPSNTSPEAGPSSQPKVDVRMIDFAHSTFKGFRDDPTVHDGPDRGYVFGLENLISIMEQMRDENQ
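ADP-Glo luminescence measures ADP made by human IP6K1 during a 2 h RT reaction with ATP/IP6 (mix at 1.3 mM/130 uM); top library doses 57.5 and 19.1 uM final.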
SNCA expr inhib: inhibitors of alpha-synuclein (SNCA) gene expression; HEK-293 SNCA-luciferase knock-in, luminescence, 24 h; Potency, µM (highest dose often 57.2 µM), inactives show at the highest dose activity change, negative = inhibition, actives largely listed as inhibitors; 140,000 compounds, 0.17% hits;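 further: potency means the concentration at half of the fitted maximal effect; plate controls were DMSO cells for no effect and cell-free wells for full effect; nearly all actives have a fitted effect of over 45% in size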
The depositor's hits bear a star; i = inactive; ? = inconclusive; . = not tested or not shown; [ ] = dose if it differs, or a comment. Unless noted, the call rests on the fitted dose curve; in most records, active means well fitted curve in the direction sought with a large enough effect; inconclusive means small, poorly fitted or top-dose-only effect, or another doubt; inactive means no such curve, though single readings can be large; an effect the other way counts as inactive or inconclusive. Unless noted, on the % scale 0 is the no-effect control and ±100 the full control effect.

SMILES | Luciferase inh | NIH3T3 tox | HEK cytotox | HEK293 viab | GPT2 inhibitor | IP6K1 inhibitor | SNCA expr inhib
CCc1ccccc1Nc1ncnc2c1cnn2-c1ccc(C)cc1C | . | . | . | -12% | . | -2 | 69%[activator]
CCOCCc1nn2c(=O)cc(COC(=O)c3ccco3)nc2s1 | . | . | . | -7% | . | -13 | -8%
O=C(c1ccc2oc(-c3cccc(F)c3)nc2c1)N1CCCCC1CCO (centres undefined) | 14µM* | ? | ? | 4% | -6% | -6 | -18%
O=C(NCc1cccc(F)c1)N1CCC(n2cnnc2C2CC2)C1 (centres undefined) | 8% | i | -3% | 13% | 2% | 11 | 41%[activator]
Cc1ccc(C)c(CN2C(=O)c3ccccc3S(=O)c3ccc(C(=O)N4CCN(c5cccc(Cl)c5)CC4)cc32)c1 (centres undefined) | . | . | . | 6% | . | 40 | -6%
Cc1cc2nc(CO[C@H]3CN(C4CCOCC4)C[C@H]3F)[nH]c2cc1C | ? | -5%[138 µM] | 0%[172 µM] | -2%[87.6 µM] | 4%[88.5 µM] | -7 | 9%[87.6 µM]
CNCc1ccc(F)cc1 | . | 5%[230 µM] | i | 4%[87.6 µM] | i | -4 | 4%[87.6 µM]
Cc1ccccc1-c1cn[nH]c1C1CCN(C(=O)CN2CCNC(=O)C2)CC1 | 8% | -7% | -5% | 5% | ? | 4 | -12%
Cc1ccn(CC(=O)NCc2cccnc2Oc2ccccc2)n1 | -10% | i | 2% | 3% | i | 25 | -1%
Cn1ncc2c(C(=O)NC3CC3)cc(-c3ccc(Cl)cc3)nc21 | . | 79µM* | ? | -17%[87.6 µM] | ? | -8 | -6%[87.6 µM]
COC(=O)[C@@H]1Cc2ncn(Cc3ccccc3)c2CN1S(=O)(=O)c1cccs1 | 1%[172 µM] | -2%[174 µM] | i | -13%[87.6 µM] | -17%[88.5 µM] | 6 | -26%[87.6 µM]
CN(CCO)C[C@@H]1CN(C(=O)Cc2c(F)cccc2Cl)C[C@@H]1CO | 14% | i | -2% | -3% | 2% | -8 | -32%
O=C(c1ccccc1F)N1CCC(N2CC3(CCCC3)C2c2ccccc2)CC1 (centres undefined) | . | ? | ? | -2% | i | 0 | -24%
Cc1nn(C)c(C)c1C(=O)N1CCCn2ccnc2C1c1ccccc1 (centres undefined) | -10% | -7% | 0% | 4% | i | -2 | 23%
COc1ccc(NC(=O)Cn2cc(S(=O)(=O)N3CCN(c4ccccc4F)CC3)c3ccccc3c2=O)cc1Cl | . | . | . | 3% | . | 3 | -5%
COc1cccc2c1OCC(CNC(=O)CCc1cn3ccccc3n1)C2 (centres undefined) | -3% | 0% | -30% | -1% | 2% | 8 | -11%
CCCN(CC1CCOC1)S(=O)(=O)c1ccccc1 (centres undefined) | 9% | i | 9% | 7% | i | -4 | -24%
CCOc1ccc(CC(=O)NCCS(=O)(=O)N2CCN(c3ccc(OC)cc3)CC2)cc1 | . | . | . | 1% | . | -3 | 4%
CCOc1ccccc1NC(=O)CN1C(=O)NC(c2ccccc2OCC)C2=C1COC2=O (centres undefined) | -15% | -6% | -3% | 3% | -4% | 0 | 16%
COc1ccc(NC(=O)Cn2c(=O)n(CCCC(=O)NCc3ccccc3OC)c(=O)c3ccccc32)cc1Cl | . | . | . | -6% | . | 1 | ?
Cc1ccc(-c2c(CN3CCN(c4cccc(C)c4C)CC3)csc2C)cc1 | . | . | . | 1% | . | 45 | -27%
CC(C)(C)c1cc(C[C@@H]2CC[C@H](O)[C@@H](CN(CC3CC3)CC3CC3)O2)no1 | -1%[172 µM] | ? | ? | -16%[87.6 µM] | -4%[88.5 µM] | 7 | 123%[activator][87.6 µM]
Cc1onc(-c2cnn(C)c2NCc2ccc(C#N)cc2)c1C(=O)Nc1ccccc1 | 1%[172 µM] | ? | ? | 5%[87.6 µM] | -16%[88.5 µM] | 11 | 1%[87.6 µM]
O=C(Cc1ccc(Cl)cc1)N1CCc2c(nc3cc[nH]n3c2=O)C1 | 5% | 1% | 13% | 5% | i | 2 | 2%
O=C([C@H]1C[C@H](Oc2ccccc2)CN1C(=O)c1ccccc1F)N1CCOCC1 | 0% | -16% | -16% | -7% | i | 28 | 9%
Carrying on.
SMILES | Luciferase inh | NIH3T3 tox | HEK cytotox | HEK293 viab | GPT2 inhibitor | IP6K1 inhibitor | SNCA expr inhib
Cc1nnc(-c2cc(-c3ccccc3Oc3ccccc3)ccn2)n1C | 7%[172 µM] | ? | 89µM* | 7%[87.6 µM] | -13%[88.5 µM] | -12 | ?
COc1cc(NC(=O)N2CCC(CN3CCCCCC3)CC2)cc(OC)c1OC | . | . | . | 0% | . | 33 | 20%
C#CCNC(=O)C1CCN(C(=O)c2ccc(-c3cccs3)cc2)CC1 | . | ? | ? | . | . | -1 | .
N#Cc1cccc(CN2CC[C@H](c3nc4ccccc4[nH]3)C2)c1 | -11%[172 µM] | 56µM* | 50µM* | -13%[87.6 µM] | 3%[88.5 µM] | 19 | ?
COc1cccc(-c2nnnn2[C@H]2CO[C@H]3[C@@H]2OC[C@@H]3NC(=O)c2ccc(N(C)C)cc2)c1 | ? | ? | ? | 2% | 3% | 5 | 44%[activator]
Cc1ccccc1-c1nc(C(N)=O)c2c(n1)n(-c1ccc3c(c1)OCO3)c(=O)n2C | . | . | . | ? | . | -11 | -21%
O=C(NCc1cccc(F)c1)C1CCN(C(=O)c2sccc2-n2cccc2)CC1 | . | . | . | 15% | . | -20 | 40%[activator]
CCN1CCN(C(=O)c2ccc3nnc(-c4cccnc4)n3c2)CC1 | . | -12%[138 µM] | -12%[172 µM] | 5%[87.6 µM] | i | 6 | -8%[87.6 µM]
O=C(NCc1ccccc1)c1ccc(CN2C(=O)NC3(CCS(=O)(=O)CC3)C2=O)cc1 | -7% | -8% | -1% | 5% | 4% | -9 | 8%
COCCCNC(=O)CC(c1cc(OC)c(OC)c(OC)c1)N1Cc2ccccc2C1=O (centres undefined) | . | . | . | 4% | . | -3 | 31%[activator]
CNC(=O)[C@@H]1CN(C(=O)C2CC=CCC2)C[C@H]1c1nc(C)no1 (some centres undefined) | -7% | 1% | 0% | 6% | -9% | 1 | 6%
O=C(C1CCCN(S(=O)(=O)c2cccc3nonc23)C1)N1CCN(c2cccc(Cl)c2)CC1 (centres undefined) | . | . | . | 6% | . | 27 | 15%
CCCn1ncc(CNC2CC(=O)N(Cc3ccccc3C(F)(F)F)C2)c1C (centres undefined) | 0% | -2% | -5% | 4% | i | 5 | 20%
c1ccc(CCN2CCNc3cc(NCc4cccnc4)ncc3C2)cc1 | 8%[172 µM] | 50µM* | 50µM* | -17%[87.6 µM] | i | -20 | -25%[87.6 µM]
COc1ccc(Cn2c(=O)c(C(=O)NCc3ccc4c(c3)OCO4)nc3cccnc32)cc1 | . | ? | ? | -2% | -6% | 3 | 22%
Cc1ccc(-c2c(C(=O)N3CCN(c4cc(Cl)ccc4C)CC3)oc(=O)c3ccccc23)cc1 | . | . | . | 5% | . | 14 | -17%
O=C(Cc1ccc(C(F)(F)F)cc1)N1CCC2OCCN(Cc3ccccc3)C(=O)C2C1 (centres undefined) | -11% | -30% | ? | -8% | -29% | -7 | 8%
CC1CCN(CCCNC(=O)CN2C(=O)CSc3ccc(S(=O)(=O)N4CCCCC4)cc32)CC1 | . | . | . | 6% | . | 13 | 23%
COc1cccc(CC(=O)N2CCN(C(=O)c3nnn4c3COC(c3ccccc3)C4)CC2)c1 (centres undefined) | -1% | -2% | -8% | -11% | i | 0 | 2%
CCN1CCCC2(Cc3ccccc3CN(C(=O)CCNC(C)=O)C2)C1 (centres undefined) | . | 5% | i | 1% | -4% | -2 | -29%
O=C(CCn1cnc2onc(-c3ccc(F)cc3)c2c1=O)N1CCN(c2ccccc2)CC1 | . | . | . | 2% | . | 22 | -17%
CCOc1ccc(C(=O)Nc2ccc3nc(SCC(=O)N4CCCC4)sc3c2)cc1 | . | . | . | 0% | . | 11 | 6%
CCC1CN(S(=O)(=O)c2cc(-c3cc(C)no3)ccc2C)c2cc(C)ccc2O1 (centres undefined) | . | . | . | -5% | . | -5 | -17%
O=C(c1ccc(C(F)(F)F)cc1)N1CCOC[C@H](Oc2cccnc2)C1 | -2%[172 µM] | -8%[138 µM] | -2%[172 µM] | 1%[87.6 µM] | -14%[88.5 µM] | 24 | -15%[87.6 µM]
COC(=O)N1CCC2(C1)N=C(c1ccncc1)C(=O)N2 (centres undefined) | -7%[172 µM] | -6%[138 µM] | 0%[172 µM] | 9%[87.6 µM] | i | -6 | 9%[87.6 µM]
The list goes on.
SMILES | Luciferase inh | NIH3T3 tox | HEK cytotox | HEK293 viab | GPT2 inhibitor | IP6K1 inhibitor | SNCA expr inhib
COc1ccc(OCC(=O)N2CCC[C@H]2c2nc(-c3ccc(OC)cc3)no2)cc1 | -23% | ? | ? | -29% | i | -8 | 16%
O=C1Nc2cnccc2C2(CCN(C(=O)OCc3ccccc3)C2)O1 (centres undefined) | 1% | -19% | 0% | -7% | i | 11 | -6%
Cc1cc(C)cc(C(=O)N2CCC[C@H]2c2nc(-c3ccccc3)no2)c1 | 14% | ? | ? | -7% | i | 0 | -21%
CCCCOCCCNC(=O)c1c(C)noc1-c1cc(OC)cc(OC)c1 | -5% | ? | ? | 7% | -24% | 20 | ?
CCC(=O)N1CCC2(CC1)OCC(C(=O)NCC1CCCO1)N2C(=O)c1cccc(OC)c1 (centres undefined) | -9% | -17% | -25% | 7% | i | -14 | 6%
COc1ccc(NC(=O)C2CCCN(C(=O)c3cnn(-c4ccc(F)cc4)c3-n3cccc3)C2)cc1 (centres undefined) | . | . | . | 6% | . | 23 | 13%
COCCNC(=O)[C@@H](C)C1CC[C@@]2(C)CC[C@H](NC(=O)c3cncnc3)[C@@H](C)[C@@H]2[C@H]1O (some centres undefined) | -3%[172 µM] | -20%[174 µM] | 0%[172 µM] | 4%[87.6 µM] | 3%[88.5 µM] | 5 | 2%[87.6 µM]
CN(C)C(=O)c1cccnc1OC1CCNCC1 | -7% | -12% | -13% | 7% | ? | 12 | 51%[activator]
CCc1cnc(N)nc1N(C)CCC(O)c1ccccc1 (centres undefined) | 5% | -22% | ? | -8% | -9% | -3 | -7%
CCOCCNc1ncnc2c1CN(C1CCC1)C(=O)CN2C | 4%[172 µM] | ? | ? | 3%[87.6 µM] | i | -8 | -14%[87.6 µM]

3 compounds from above with just IP6K1 inhibitor and NIH3T3 tox.
compound	IP6K1 inhibitor	NIH3T3 tox
COc1ccc(OCC(=O)N2CCC[C@H]2c2nc(-c3ccc(OC)cc3)no2)cc1	-8	?
CCc1cnc(N)nc1N(C)CCC(O)c1ccccc1 (centres undefined)	-3	-22%
COCCNC(=O)[C@@H](C)C1CC[C@@]2(C)CC[C@H](NC(=O)c3cncnc3)[C@@H](C)[C@@H]2[C@H]1O (some centres undefined)	5	-20%[174 µM]

Screening data (PubChem BioAssay)
